hcDAF12 agonist: H. contortus DAF-12 nuclear receptor activators, primary screen, cell-based, luminescence, HEK293, lit1-tk-luc reporter. actives 1.4% (n = 370,000). AID 652067, 2013. HEK293 hcDAF-12 lit1-tk-luc reporter; 0% DMSO, 100% Δ7-dafachronic acid. activation, % at 6.8 µM;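 active = activation above the mean of all tested compounds plus 3 SD, cut at about 5.5% in these data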;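 note: 100% = response to 3 µM Δ7-dafachronic acid high control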
Rev-erbA mod: modulators of Rev-erb alpha DNA binding, primary screen, biochemical, FITC-DNA, fluorescence polarization, uHTS; Rev-erbα–FITC-DNA binding, 90 min; activity, % at 10 µM; Nuclear receptor subfamily 1 group D member 1 (Homo sapiens), P20393; actives 0.79% (n = 370,000);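 active = activity above about 14%, limit read from the data; passing the limit was not always enough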;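 note: 0% = DMSO wells with 35 nM protein and 100% = DMSO wells with 750 nM protein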
sPLA2-III inh: human group III sPLA2 inhibitors, primary screen, biochemical, QFRET, BODIPY PC-A2 liposome substrate; actives 0.56% (n = 370,000); QFRET BODIPY PC-A2 liposome hydrolysis, fluorescence; inhibition, % at 12.2 µM; Group 3 secretory phospholipase A2 (Homo sapiens), Q9NZ20;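 active = inhibition above mean plus 3 SD of compounds lying within the high and low control bounds, cut at about 19% in these data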;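 note: 0% = median of test compound wells and 100% = no enzyme DMSO wells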
Target sequence (Q9NZ20 whole entry, looked up): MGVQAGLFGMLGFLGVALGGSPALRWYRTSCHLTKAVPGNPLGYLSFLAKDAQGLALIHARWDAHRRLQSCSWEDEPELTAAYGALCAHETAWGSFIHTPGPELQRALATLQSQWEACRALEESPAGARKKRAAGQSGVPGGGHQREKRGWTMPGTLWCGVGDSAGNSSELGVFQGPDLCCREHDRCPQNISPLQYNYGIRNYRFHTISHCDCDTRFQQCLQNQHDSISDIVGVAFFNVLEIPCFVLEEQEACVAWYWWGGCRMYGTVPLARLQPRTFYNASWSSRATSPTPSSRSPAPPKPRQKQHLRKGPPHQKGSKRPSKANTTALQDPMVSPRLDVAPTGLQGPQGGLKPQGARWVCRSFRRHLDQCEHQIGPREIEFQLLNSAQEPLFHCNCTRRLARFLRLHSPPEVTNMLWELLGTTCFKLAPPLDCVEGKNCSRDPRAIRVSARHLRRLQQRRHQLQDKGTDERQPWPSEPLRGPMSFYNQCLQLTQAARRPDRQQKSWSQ
ssDAF-12 act: S. stercoralis DAF-12 nuclear receptor activators, primary screen, cell-based, luminescence, HEK293, GRIP1 co-expression, lit1-tk-luc; HEK293 ssDAF-12/GRIP1 lit1-tk-luc reporter; % of 3 µM dafachronic acid response; actives 1% (n = 370,000); activation, % at 6.8 µM; Nuclear hormone receptor DAF-12 (Strongyloides stercoralis);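 active = activation above the mean over all tested compounds plus 3 SD, cut at about 0.9% in these data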;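 note: 0% = DMSO-only wells and 100% = 3 µM delta7-dafachronic acid wells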
PLC-beta3 inh: human PLC-beta3 inhibitors, primary screen, biochemical, fluorescence; 1-phosphatidylinositol 4,5-bisphosphate phosphodiesterase beta-3 (Homo sapiens), Q01970; Purified PLC-beta3, fluorogenic substrate; inhibition, % at 12.2 µM; actives 0.18% (n = 370,000); AID 720704, 2013; in the data active = inhibition above about 11%;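 note: 0% = median of compound wells on plate and 100% = full blocker control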
DAX1 inh-1: DAX1 (NR0B1) inhibitors, primary screen, cell-based, HEK293, Gal4-DAX1, luciferase luminescence; Nuclear receptor subfamily 0 group B member 1 (Homo sapiens), P51843; HEK293 Gal4-DAX1 luciferase reporter; inhibition, % at 6.75 µM; actives 0.99% (n = 340,000); AID 504766, 2011;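 active = inhibition above the mean over all tested compounds plus 3 SD, cut at about 4.2% in these data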;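 note: 0% = DAX1-transfected cells with DMSO and 100% = empty-vector control cells with DMSO; inhibition shows as a rise in luminescence from relieved DAX1 repression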
Target sequence (P51843 207-470 limits assumed): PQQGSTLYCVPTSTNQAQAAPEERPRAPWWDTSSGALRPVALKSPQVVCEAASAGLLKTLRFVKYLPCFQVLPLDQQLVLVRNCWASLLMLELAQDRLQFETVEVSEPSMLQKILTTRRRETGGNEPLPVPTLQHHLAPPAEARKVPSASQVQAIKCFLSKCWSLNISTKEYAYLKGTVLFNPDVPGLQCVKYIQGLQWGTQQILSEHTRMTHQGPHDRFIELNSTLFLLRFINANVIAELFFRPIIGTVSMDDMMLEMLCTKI
FXN GAA850 act: FXN promoter activators, primary screen, cell-based, luciferase luminescence, HEK293 lucGAA850; HEK293 lucGAA850 FXN promoter luciferase reporter, 24 h; percent of 10 µM SAHA response; activation, % at 6 µM; actives 0.56% (n = 360,000); AID 540364, 2011;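 active = activation above the average of all compounds screened plus 3 SD, cutoff fixed separately per campaign, cut at about 7.5% in these data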;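 note: 0% = DMSO wells and 100% = 10 µM SAHA wells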
SMARCA2 act: SMARCA2 (BRM) function activators, primary screen, cell-based, luminescence, high throughput. MG213 cells, MMTV-luciferase reporter, dexamethasone, overnight. activation, % at 9.1 µM. actives 1% (n = 370,000); in the data active = activation above about 7.8%;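 note: 0% = vehicle wells and 100% = reference activator wells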
hgDAF12 agonist: H. glycines DAF-12 receptor agonists, primary screen, cell-based, luminescence, HEK293, GAL4 fusion, UAS-luciferase; HEK293 GAL4-hgDAF12 UAS-luciferase reporter, agonist luminescence; normalized to butyrate control; activation, % at 6.8 µM; actives 1.8% (n = 370,000);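 active = activation above a cutoff set at the mean of all screened compounds plus 3 SD, cut at about 10% in these data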;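 note: 0% = DMSO wells and 100% = sodium butyrate wells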
DAX1 inh-2: DAX1 (NR0B1) inhibitors on StAR promoter, primary screen, cell-based, luminescence, SF-1 (NR5A1), full-length DAX-1. inhibition, % at 6.8 µM. HEK293T StAR-luciferase reporter, SF-1/DAX-1 repression relief. AID 652010, 2013. actives 1.1% (n = 370,000);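 active = inhibition above the mean over all tested compounds plus 3 SD, cut at about 3.6% in these data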;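 note: 0% = DAX-1 cells with DMSO and 100% = cells lacking DAX-1 with DMSO; higher inhibition means more luminescence from relief of DAX-1 repression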
PG9 binder: binders of HIV-1 gp120 antibody PG9, primary screen, biochemical, TR-FRET; HIV-1 gp120 / PG9 antibody interaction; TR-FRET gp120-PG9 antibody binding; actives 0.43% (n = 360,000); AID 624416, 2012; inhibition, % at 6.7 µM; in the data active = inhibition above about 8.5%
Numbers without * were called inactive; i = inactive; . = not tested or not shown; & = joins results of further samples. Rows are unselected; 7% or so of the library scored in one or more.

SMILES	hcDAF12 agonist	Rev-erbA mod	sPLA2-III inh	ssDAF-12 act	PLC-beta3 inh	DAX1 inh-1	FXN GAA850 act	SMARCA2 act	hgDAF12 agonist	DAX1 inh-2	PG9 binder
CC(OC(=O)CN(C)S(=O)(=O)c1ccc(Cl)cc1)C(=O)Nc1ncc(Cl)cc1Cl (stereo unspecified)	-0.5	4	-1	-1.1	4	0.8	-0.2	-2	-0.6	-0.6	-1.7
COC(=O)C1=CNC=C(C(=O)OC)C1c1ccc(Cl)cc1	-0.7	5	2	-1.3	i	0.4	-3.1	-3	-3.0	-0.5	1.0
O=C(NCc1cccc(C(F)(F)F)c1)c1ccc2c(c1)OCCO2	1.0	0	-5	-0.4	-1	0.0	-1.2	-3	-1.8	-0.2	0.0
CS(=O)(=O)N1CCN(c2ccnc3cc(Cl)ccc23)CC1	-1.1	-5	5	-0.8	-16	-0.1	1.4	-3	-0.5	0.1	0.7
CNc1ccc(-c2cccc(CO)c2)cn1	3.0	-11	3	-0.7	-449	.	1.4	2	11*	1.3	2.1
COc1cccc(OC)c1OCC(O)CN1CCN(c2ccc(F)cc2)CC1 (stereo unspecified)	-2.8	-3	6	-0.6	1	-0.6	0.6	-2	-2.3	0.0	-1.9
CCN(CC)C(=S)SCC(=O)c1ccc(F)cc1	3.2	1	-12	1.1*	-1	1.8	6.6	4	9.4	2.4	1.6
O=C(CN(Cc1cccs1)C(=O)CSc1nnc(COc2ccccc2)o1)NC1CCCCC1	-0.2	0	1	-1.0	0	-0.1	1.3	0	2.2	0.2	2.4
C[C@@H]([C@H](O)c1ccccc1)N(C)C(=S)Nc1ccccc1	0.6	1	8	-1.7	-7	0.3	2.8	-2	-1.7	0.0	-1.5
O=C(COc1ccccc1F)NNC(=O)c1ccc(N2CCCCC2)c([N+](=O)[O-])c1	-1.5	1	-20	-1.3	-1	-0.2	-1.6	-2	-1.0	-0.5	0.6
O=C(NCCCN1CCN(Cc2ccccc2)CC1)c1nnc(Cc2c(F)cccc2Cl)o1	-2.1	-8	-1	-1.6	1	-0.2	-3.0	0	-2.7	-0.7	-2.3
CCC(=O)Nc1nc(=S)ss1	-0.8	4	6	-0.5	-1	0.6	1.4	1	-0.1	-0.6	0.1
COc1ccc(-c2ncc(CN3CCC(CO)(Cc4cccc(OC)c4)CC3)cn2)cc1	-0.9	4	-8	-1.6	-25	1.5	-0.5	-2	-1.2	-1.0	-0.5
CCOC(=O)c1c(S(=O)(=O)NCC(=O)Nc2cc(C)ccc2OC)c(C)n(C)c1C	0.0	5	3	-1.0	-1	0.3	0.1	1	2.7	0.8	0.4
COc1ccc(C(=O)c2[nH]c(N)c(C(=O)c3c[nH]c4ccccc34)c2-c2ccc(OC)cc2)cc1	-0.7	9	-26	-0.4	-22	.	.	2	-0.1	-0.1	-0.3
COc1ccc([C@]2(C(C)C)ON(c3ccccc3C(F)(F)F)C2=O)cc1	-1.1	-7	7	-1.3	7	-0.3	-2.4	-2	-0.7	-0.5	-2.8
OC(COc1ccccc1CNCc1cccnc1)CN1CCc2ccccc2C1 (stereo unspecified)	-0.9	1	-4	-1.0	-4	2.4	-1.2	-2	-1.9	0.1	0.2
Cc1cc(C)c2c(CC(=O)NCc3ccco3)coc2c1	-0.3	-1	-4	-1.7	2	-0.1	-3.3	-2	1.1	-1.1	-1.6
CCOC(=O)c1[nH]c(C)c(C(=O)Nc2ccc(C)c(C)c2)c1C	-2.0	-8	-2	-0.8	7	2.7	-0.6	3	0.4	-0.7	-0.3
COc1nc(N(C#N)CC(N)=O)nc(N2CCCC2)n1	-2.5	-1	6	-0.8	5	0.3	12*	5	-2.5	-0.4	-3.2
CCOC(=O)c1ccc(NC(=S)N2CCC(O)CC2)cc1	3.2	2	12	-0.7	-4	1.3	3.0	2	4.2	1.5	0.5
C=CCN1C(=O)[C@H](CC(=O)NCc2ccc(C)o2)[C@@]2(C(=O)OCC)CCCC=C12	0.7	-1	-7	-0.8	2	.	.	-1	0.6	-0.6	.
Cc1oc2cc(O)cc(O)c2c(=O)c1-c1ccc2c(c1)OCCCO2	-1.8	0	-16	-1.4	-1	0.1	4.5	4	4.9	1.9	-1.9
COc1ccc(CNC(=O)c2cc3ccccc3o2)cc1OC	-1.8	4	12	-1.3	-3	-4.0	0.5	-2	-3.0	-0.8	0.3
CSCC[C@H](NS(=O)(=O)c1ccc(C)cc1)C(=O)N1CCC(C(=O)N[C@@H](Cc2ccc(O)cc2)C(=O)O)CC1	-0.9	-3	-8	-1.4	5	1.0	1.0	0	0.7	0.5	0.8
O=C(C1=C(O)C(=O)N(CC2CCCO2)C1c1cccc(Cl)c1)c1ccco1 (stereo unspecified)	0.1	-5	-9	-0.8	-21	3.4	-2.4	0	-0.3	-0.2	4.8
Cc1ccc(Nc2nc(C)cc(C)c2C(N)=O)cc1	1.7	-8	3	-0.5	3	0.2	-1.1	0	0.5	-0.2	-1.0
Cc1noc(C)c1C(=O)N1CCC1(C)C(=O)NS(=O)(=O)c1ccccc1C(F)(F)F (stereo unspecified)	-0.3	3	16	-1.3	7	.	0.5	-4	0.0	0.1	-1.4
CCCCC(=O)Nc1nnc(SCC(=O)NCC2CCCO2)s1 (stereo unspecified)	-0.6	-4	-8	-1.3	-4	2.0	0.7	-2	3.3	2.3	-1.2
O=C(N/N=C/c1c(F)c(F)c(F)c(F)c1F)c1cc(-c2ccccc2)nc2ccccc12	1.2	1	7	-1.2	2	0.9	1.3	-3	-0.5	0.1	-0.8
FC(F)(F)c1ccc(C2[C@H]3CN(CC4CCCCC4)[C@H](c4ccccc4)C34CC2(c2cccnc2)C4)cc1 (stereo partly specified)	0.4	4	9	-1.4	-3	0.5	-2.3	0	1.1	1.1	-1.0
COC(=O)/C(=C/N(C)C)C(=O)N1CCN(c2ccc(Cl)c(Cl)c2)CC1	-2.1	2	-1	-2.1	-1	-0.7	1.8	-5	-2.6	0.3	-1.2
CCCCN(C)C(=O)Cc1c(OC)ccc2cc(Br)ccc12	-2.6	-4	-12	-1.0	-2	-0.1	-1.6	-2	0.9	-1.4	5.8
O=C1CCCCC1C(Nc1ccc(Cl)cc1)c1ccccc1 (stereo unspecified)	-0.9	3	-2	-1.3	5	-1.1	0.7	0	0.6	0.1	1.8
COc1ccc(C(=O)CSc2nnc(-c3cccs3)o2)cc1OC	-0.1	14	-12	-1.7	0	.	.	-4	-0.5	-0.4	.
O=C(c1ccccc1)c1cncc(Br)c1	-1.3	0	2	-0.8	0	1.3	0.1	1	0.2	-0.1	-1.3
CC(=O)N(Nc1ccccc1)c1ccccc1	-0.2	4	0	-1.5	2	1.9	1.5	-2	-1.0	-0.1	0.2
Cc1ccc([C@H]2N[C@]3(CCCN(CC4CCCCC4)C3=O)[C@H]3C(=O)N(C)C(=O)[C@@H]23)cc1	1.2	-4	3	-0.5	2	0.2	-1.6	5	-0.2	-0.2	0.1
CC(C)(C)NC(=O)CSc1nnnn1C(C)(C)C	1.9	-2	5	-1.5	3	0.3	0.5	6	1.4	0.5	-1.6
COc1ccc(NC(=O)C2CCCN2S(=O)(=O)c2cccs2)c([N+](=O)[O-])c1 (stereo unspecified)	-3.9	0	0	-1.4	-9	-0.6	0.8	-1	0.5	-3.7	-1.1
O=C(Oc1ccc(-c2nnco2)cc1)N1CCOCC1	-1.2	-7	-2	-1.5	5	0.1	-2.4	1	0.4	-0.1	0.5
Cc1cccc(C)c1OCC(=O)NNC(=O)Nc1ccc(Cl)cc1	-1.1	-1	-24	-1.1	-1	-0.7	0.4	1	-1.1	-0.1	-0.1
CC(C)(CCc1ccccn1)C(=O)CCCc1ccccn1	0.9	-5	3	-0.8	1	-0.6	-2.1	1	3.3	-0.7	-1.4
Cc1cccc(NC(=O)NNC(=O)COc2ccc(Cl)cc2)c1	1.1	-6	-14	-1.9	0	-0.7	0.6	-1	2.3	-0.1	-0.5
COc1ccc(CNC(=O)CCSCc2cccc(Cl)c2)c(OC)c1	-2.9	0	-6	-1.9	0	-1.2	2.8	-2	1.6	0.7	0.0
CCC(C)c1ccc(S(=O)(=O)N2CCN(CC(O)CN3CCOCC3)CC2)cc1 (stereo unspecified)	1.2	2	9	-0.7	-4	0.7	-0.2	0	-0.3	-0.9	-0.7
COc1ccc(NC(=O)CC2CCCC2)cc1OC	-2.0	-2	-2	-1.5	-2	0.2	2.1	2	-2.5	0.4	-0.8
O=C(/C=C/c1ccc([N+](=O)[O-])cc1)N1CCN(Cc2ccccc2)CC1	-0.6	-8	-3	-1.4	-2	-0.3	-0.6	1	-2.1	-0.5	-0.1
O=C(c1ccccc1)c1ccccc1C(=O)c1ccccc1	-1.3&-0.2	3&-2	8&-2	-1.4&-1.5	1&-7	0.1	2.5&-1.7	-2&0	-1.2&0.3	-0.7&-0.4	1.5&-1.8
CCOc1ccc(C2C(C(=O)OC)=CN(CCOC)C=C2C(=O)OC)cc1	-0.3	-2	-1	-1.2	i	-1.1	3.4	-2	-1.7	-0.6	0.3
CC(C)Oc1ccc(N2CC(C(=O)OCC(=O)NCc3ccccc3)CC2=O)cc1 (stereo unspecified)	-1.7	-7	0	-0.4	5	-0.9	1.9	2	2.5	-0.3	-2.5
O=C(CSc1nnc(SCc2cccc3ccccc23)s1)N/N=C/c1c[nH]c2ccccc12	0.9	1	-9	1.4*	1	-0.2	4.6	-6	1.5	-0.2	0.6
COc1ccc(OCC(=O)Nc2cccc(C(=O)Nc3ccccc3C(=O)O)c2)cc1	0.8	-6	-21	-0.7	-6	-0.3	1.0	2	1.8	-0.5	-1.8
Cc1cccc(NC(=O)CSc2nc(COc3ccccc3)nc3ccccc23)c1C	-0.2	7	-2	-1.8	4	-1.4	-1.2	-1	0.6	-0.9	-0.7
Cc1oc2ccc(O)c(CN(C)C)c2c1C(=O)c1ccccc1	-0.3	-1	-7	0.0	5	-0.2	1.3	0	0.5	-0.3	-0.9

High-throughput results deposited in PubChem by several laboratories.
